Screens from PubChem BioAssay.
PglD inh: blocks C. jejuni PglD acetyltransferase activity. purified PglD enzyme, DTNB colorimetric CoA detection. inhibition, % at 12.5 µM. 360,000 tested, 0.098% active; in the data active means inhibition above about 16%, passing the limit was not always enough; inconclusive means no clear call, values can overlap the other calls; further: strong numbers were not always called active
esBAF inh: blocks esBAF chromatin remodeling in mouse ES cells. Bmi1-luciferase knock-in reporter, 24 h; 100% = twice the neutral-well signal. reporter increase, % at 12.5 µM. 350,000 tested, 2% active. AID 602393; in the data active means activation above about 40%; inconclusive means no clear call, values can overlap the other calls;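 further: 0% = median of the plate's neutral control wells and 100% = double that signal; a rise in the Bmi1 reporter signal indicates esBAF inhibition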
E-sel inducer: E-selectin induction on HUVECs; HUVEC E-selectin immunofluorescence imaging; normalized: neutral wells 0, TNF-alpha wells 100; 260,000 tested, 0.37% active; P16581; activation, % at 7.58 µM;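 active means mean E-selectin-positive cell signal at least 10% of the positive control, reached in at least 60% of replicates, without over 20% cell loss; inconclusive means no rule given, readout overlaps actives, possibly toxicity-flagged; inactive means the rest, including those meeting only one limit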;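 further: in these data hits start at about 27%; measured in HUVEC primary endothelial cells; signal is the percent of cells scored E-selectin positive by PE staining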
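assay system = HUVEC, human umbilical vein endothelial cells | input = 3,000 HUVEC seeded per well | medium = EGM-2 growth medium on 0.1% gelatin-coated wells | dosing = one compound dose added by pin transfer | signal = immunofluorescence imaging | read-out basis = % PE-positive cells | control set = TNF-alpha, DMSO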
ERp5 inh: blocks human ERp5 reductase activity on insulin. Q15084. ERp5 insulin aggregation, absorbance 650 nm, 90 min. inhibition, % at 9.99 µM. 350,000 tested, 0.05% active. AID 651711;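 active means mean replicate inhibition above about 25%, with every replicate also reaching it, limit read from the data, passing the limit was not always enough; inconclusive means only one of those two criteria met; inactive means neither criterion met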
CASP6 VEID inh: inhibitors of human caspase-6. purified caspase-6, Z-VEID-R110 cleavage fluorescence. P55212. AID 686996. 350,000 tested, 0.53% active. inhibition, % at 12.5 µM;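 active means mean inhibition across replicates at least about 35%, with every replicate also reaching that limit, limit read from the data; inconclusive means only one of the two criteria met; inactive means neither criterion met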;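 further: 0% = median of neutral control wells and 100% = no fluorescence left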
Target sequence (P55212 24-179 limits assumed): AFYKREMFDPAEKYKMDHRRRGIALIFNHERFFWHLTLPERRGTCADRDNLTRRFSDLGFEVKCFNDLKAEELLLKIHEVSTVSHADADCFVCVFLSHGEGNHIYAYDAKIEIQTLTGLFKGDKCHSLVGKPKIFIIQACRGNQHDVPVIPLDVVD
Target sequence (P55212 194-293 limits assumed): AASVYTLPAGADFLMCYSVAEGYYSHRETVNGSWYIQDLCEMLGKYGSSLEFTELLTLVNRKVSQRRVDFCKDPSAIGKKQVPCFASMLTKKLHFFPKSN
RAD54 branch: inhibitors of human RAD54 branch migration; AID 602329; 360,000 tested, 0.14% active; inhibition, % at 10.4 µM; Q92698; RAD54 Holliday junction branch migration, FAM/BHQ fluorescence;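 active means mean normalized replicate activity at least 40 and at least half of replicates scoring 40 or more; inconclusive means only one of the two criteria met; inactive means mean below 40 and under half of replicates reaching 40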;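 further: 0% = median of neutral control wells and 100% = median of positive control wells; inhibitors cause a drop in the FAM fluorescence signal; in these data hits start at about 50%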
Target sequence (Q92698 whole entry, looked up): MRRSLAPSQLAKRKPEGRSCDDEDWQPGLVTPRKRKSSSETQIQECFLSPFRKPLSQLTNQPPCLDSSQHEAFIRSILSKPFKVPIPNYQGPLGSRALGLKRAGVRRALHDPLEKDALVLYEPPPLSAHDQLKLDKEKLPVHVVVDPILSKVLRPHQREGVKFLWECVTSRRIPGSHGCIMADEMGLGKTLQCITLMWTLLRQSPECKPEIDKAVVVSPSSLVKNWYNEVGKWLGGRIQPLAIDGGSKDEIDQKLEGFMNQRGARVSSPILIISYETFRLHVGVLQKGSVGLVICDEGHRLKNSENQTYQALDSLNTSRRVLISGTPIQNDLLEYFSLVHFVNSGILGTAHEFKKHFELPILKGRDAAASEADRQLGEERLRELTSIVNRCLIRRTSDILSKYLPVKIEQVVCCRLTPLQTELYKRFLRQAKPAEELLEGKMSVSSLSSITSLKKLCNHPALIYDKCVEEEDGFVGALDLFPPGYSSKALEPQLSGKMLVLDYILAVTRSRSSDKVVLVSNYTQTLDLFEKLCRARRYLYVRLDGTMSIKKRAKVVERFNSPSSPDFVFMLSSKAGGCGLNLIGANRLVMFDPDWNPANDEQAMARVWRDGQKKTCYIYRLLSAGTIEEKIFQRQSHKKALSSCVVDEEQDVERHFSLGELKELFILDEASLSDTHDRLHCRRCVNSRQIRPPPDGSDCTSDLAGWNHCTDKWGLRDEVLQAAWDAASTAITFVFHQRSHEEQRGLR
RAD52 anneal inh: blocks human RAD52 DNA annealing | recombinant RAD52 DNA annealing, FRET fluorescence | 360,000 tested, 0.46% active | P43351 | inhibition, % at 18.7 µM;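 active means every replicate showing at least 50% inhibition; inconclusive means mean inhibition at least 50% but not in every replicate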
ARNT TACC3 PPI: disruptors of human ARNT/TACC3 interaction; inhibition, % at 9.99 µM; 390,000 tested, 0.66% active; AlphaScreen His-ARNT PAS-B/GST-TACC3 binding, luminescence; TACC3 fragment carries E629A point mutation; Q9Y6A5;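 active means mean inhibition of replicates at least 50% and at least half of replicates each reaching 50%; inconclusive means half or more replicates reach 50% but mean below 50%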;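 further: 0% = complete ARNT plus TACC3 wells and 100% = ARNT alone without TACC3; many hits fall short of the cut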
Numbers without * were called inactive; u = inconclusive; x = no result given. This is a random part of the collection (roughly 3.2% active in at least one column).

SMILES	PglD inh	esBAF inh	E-sel inducer	ERp5 inh	CASP6 VEID inh	RAD54 branch	RAD52 anneal inh	ARNT TACC3 PPI
CN(C)CCSc1nnc(-c2ccccc2)o1	-1.5	16.5	x	x	x	2.0	x	2.6
O=c1[nH][nH]c2c1[C@H](c1ccc(F)cc1)O[C@H](CCC(F)(F)F)C2	x	x	-0.3	0.0	-2.9	x	-10.8	x
Cc1ccc(S(=O)(=O)N2[C@@H]3CNC[C@H]2C3c2ccc(-c3ccc(C#N)cc3)cc2)cc1 (stereo partly specified)	x	x	-0.1	0.4	-0.3	x	55.2*	x
Cc1cccc(N(C(=O)c2ccco2)C(C(=O)NC2CCCC2)c2ccco2)c1C (stereo unspecified)	0.1	1.1	-0.2	1.0	0.3	-7.4	-7.7	2.3
Cc1onc(-c2c(Cl)cccc2Cl)c1C(=O)ONC(=O)c1cc(C(F)(F)F)cc(C(F)(F)F)c1	-0.9	3.7	-0.1	-1.1	-5.1	-7.1	2.7	-5.0
COCc1cc(CN2CCN(CCc3ccccc3)C(CCO)C2)ccc1OC (stereo unspecified)	-0.3	0.4	1.2	5.1	-6.6	-14.0	4.4	-2.6
O=C(O)CC(CC(=O)Nc1ccccc1C(=O)O)c1ccccc1 (stereo unspecified)	-1.4	-2.1	-0.4	-0.5	6.3	-2.9	-7.3	10.7
N#C[C@H]1[C@@H](c2ccccc2-c2cccc(F)c2)[C@@H](CO)N1C(=O)NC1CCCC1	x	x	0.0	-4.7	0.0	x	-8.7	x
C[C@H](NC(=O)c1ccco1)C(=O)Nc1ccc(C#N)cc1	-5.4	0.6	0.0	1.5	1.9	-8.3	-12.7	-4.9
C[C@@H]1CN([C@H](C)CO)C(=O)c2cc(NC(=O)c3ccncc3)ccc2O[C@@H](C)CCCCO[C@H]1CN(C)C	0.4	1.5	0.0	2.7	-5.7	3.9	-28.0	-6.9
O=C(CSc1ccc(Cl)cc1)NC(=O)NCc1ccco1	x	x	0.0	0.0	2.3	x	0.3	-7.6
O=C(CSc1ccccn1)Nc1ccc2c(c1)OCCO2	-7.0	u	-0.1	-0.1	-6.9	-8.0	2.7	-0.4
O=C(O)/C=C/c1cnc[nH]1	1.2	-1.2	-0.1	2.2	-1.1	4.2	-8.4	-2.2
COc1ccc(-c2nc(C#N)c(N3CCN(C(=O)c4ccco4)CC3)o2)cc1OC	-0.5	2.4	x	8.9	-1.0	-8.5	2.7	2.5
COc1cccc(NC(=S)NC(=O)Cc2ccccc2)c1	x	x	-0.1	3.8	-0.2	x	-7.7	-4.6
O=S(=O)(CCSc1ccc(C(F)(F)F)cn1)c1ccccc1	x	x	x	2.4	-4.9	x	-14.2	0.3
C[C@H]1CN([C@@H](C)CO)C(=O)Cc2cc(NC(=O)Nc3ccc(C(F)(F)F)cc3)ccc2O[C@@H]1CN(C)S(=O)(=O)c1ccccc1	x	x	0.8	1.2	-1.9	x	11.0	x
CC1(C(=O)NS(=O)(=O)c2ccc(F)cc2F)CCN1C(=O)Cc1ccccc1Cl (stereo unspecified)	-3.3	-7.4	-0.1	2.7	2.7	-2.4	5.1	x
O=C(c1cnccn1)N1CC(=O)N2[C@H](C1)[C@@H](c1ccc(C#CCc3ccccc3)cc1)[C@@H]2CO	x	x	-0.6	1.2	1.5	x	-20.6	x
Cc1ccsc1/C=N/NC(=O)c1nnn(-c2nonc2N)c1-c1ccc2c(c1)OCO2	-6.5	6.3	x	1.3	0.4	2.5	-25.5	-1.2
Cc1cccnc1Nc1nc(-c2ccc(O)cc2O)cs1	-4.7	31.1	x	x	x	-7.1	x	3.0
Cc1cc(=O)oc2cc(OCC(=O)NC3CCCCC3)ccc12	2.1	3.8	0.2	2.8	x	0.5	-6.7	-2.8
COC(=O)c1sc2nc(SCC(=O)N(C)c3ccccc3)n(N)c(=O)c2c1C	x	-5.8	154.0*	1.1	-0.7	x	-4.2	-1.4
Cc1ccc(C(=O)NCCSc2c(C)[nH]c3ccccc23)cc1[N+](=O)[O-]	11.3	6.4	-0.4	-5.4	0.4	-0.1	-1.3	0.5
Cc1cc(NC(=O)CSCC(=O)Nc2cccc(S(=O)(=O)N3CCCCCC3)c2)no1	-0.8	1.5	0.3	1.9	5.2	-3.8	-15.1	2.1
Cc1ccccc1OCC(=O)N/N=C/c1sc(=O)n(Cc2cccc(C(=O)O)c2)c1Cl	x	x	0.0	0.4	7.5	x	-109.0	13.8
CN(C)c1ccc(-c2c(-c3ccc4c(c3)OCO4)noc2-c2ccsc2)cn1	-5.3	24.9	x	x	x	2.2	x	1.0
COCC(=O)N1C[C@H](C)[C@H](OC)CN(C)C(=O)c2cc(NC(=O)c3ccc(OC)cc3)ccc2OC[C@@H]1C	-1.3	1.2	0.0	3.6	x	-2.7	-7.3	x
COc1ccccc1N(C(=O)CNC(=O)c1ccco1)C(C(=O)NC1CCCC1)c1ccco1 (stereo unspecified)	x	0.9	-0.1	1.8	2.4	x	-7.6	1.8
Cc1ccc(S(=O)(=O)O/N=C2/CCCc3occc32)cc1	-5.0	-0.5	x	x	x	-5.9	x	-3.2
C[C@@H]1CN([C@H](C)CO)C(=O)c2cc(C#Cc3ccccc3F)cnc2O[C@H]1CN(C)C(=O)Cc1cccnc1	7.0	-6.2	2.0	3.5	3.4	3.3	-3.9	-2.4
CN(C)S(=O)(=O)c1cccc(C(=O)Nc2ccc(S(=O)(=O)N3CCCC3)cc2)c1	x	x	3.1	-7.8	-2.6	x	-8.1	-7.5
CCOc1ccc(NC(=O)/C(C#N)=C/c2cn(CC(=O)O)c3ccccc23)cc1	-15.5	-4.9	x	4.5	8.0	0.3	-31.7	13.0
Nn1c(Nc2ccccc2)nc2sc3c(c2c1=O)CCC3	-1.6	25.5	x	x	x	8.5	x	1.3
C[C@@H]1CN([C@H](C)CO)C(=O)Cc2cc(NC(=O)Cc3cn(C)c4ccccc34)ccc2O[C@@H]1CN(C)C(=O)Nc1ccccc1	-1.8	3.3	0.2	-0.6	-3.5	-13.8	3.3	-6.3
Cc1cccc(-n2nnnc2SCC(=O)c2cc(C)n(Cc3ccco3)c2C)c1	3.2	-0.2	x	x	x	14.1	x	0.5
CC1(C)NC(=O)N(CCOCCOc2ccccc2)C1=O	-3.7	x	x	-0.7	-1.0	5.4	1.0	x
Cc1ccc(C)c(SCC(=O)NNC(=O)c2csc(N3CCOCC3)n2)c1	4.2	x	-0.2	2.9	-0.7	-9.6	-8.3	-6.9
CC(C)NC(=O)N[C@@H]1CC[C@@H](CC(=O)NC2Cc3ccccc3C2)O[C@H]1CO	-2.6	-4.0	0.0	0.7	0.0	0.2	5.0	4.3
CO[C@H]1CN(C)C(=O)c2ccc(NS(=O)(=O)c3ccc(Cl)cc3)cc2OC[C@H](C)N(C(=O)NC(C)C)C[C@H]1C	1.0	-1.6	-0.1	2.8	-0.3	-1.8	12.9	7.0

With a hit mark in RAD52 anneal inh, of those listed so far:
SMILES,PglD inh,esBAF inh,ERp5 inh,CASP6 VEID inh,RAD52 anneal inh,ARNT TACC3 PPI
Cc1ccc(S(=O)(=O)N2[C@@H]3CNC[C@H]2C3c2ccc(-c3ccc(C#N)cc3)cc2)cc1 (stereo partly specified),x,x,0.4,-0.3,55.2*,x

New compounds follow:
SMILES	PglD inh	esBAF inh	E-sel inducer	ERp5 inh	CASP6 VEID inh	RAD54 branch	RAD52 anneal inh	ARNT TACC3 PPI
C[C@H](CO)N1C[C@H](C)[C@@H](CN(C)S(=O)(=O)c2ccc(Cl)cc2)OCCCC[C@H](C)Oc2ccc(NS(=O)(=O)c3ccccc3)cc2C1=O	x	x	1.2	3.0	0.0	x	11.3	x
COc1ccc(C)cc1NC(=O)CN(Cc1nnc(-c2ccc(Cl)cc2)o1)C1CCCC1	3.1	u	x	x	x	3.2	x	-6.3
Cc1ccc(/C=N/n2c(-c3cccc(Cl)c3)n[nH]c2=S)o1	-3.4	x	0.7	1.9	0.4	-3.6	-7.7	x
O=C(Cn1c(=O)oc2cc(S(=O)(=O)N3CCCC3)ccc21)Nc1ccccc1Br	1.1	-15.0	x	x	x	0.5	x	-8.4
CN1C(=O)c2cc(NC(=O)C3CC3)ccc2OC[C@H]2O[C@H](CC(=O)NCC3CCCCC3)CC[C@H]21	0.2	8.5	-0.1	-14.9	0.0	-3.5	-1.0	-12.8
COc1ccc(-c2ccccc2)cc1NCc1ccccc1C	4.5	x	0.2	-3.1	3.2	-5.7	6.8	-28.4
CCCC(=O)c1ccc(N2CCCCC2)c(F)c1	x	x	x	-5.4	-0.6	x	-9.0	1.6
CCCN(CC(=O)Nc1ccccc1C)C(=O)C1CCN(S(=O)(=O)c2ccccc2C(F)(F)F)CC1	x	x	1.8	-1.9	-2.6	x	-2.0	3.5
Cc1ccc(NC(=O)CSc2nc3[nH]ncc3c(=O)[nH]2)cc1	4.8	5.7	x	-5.2	-1.5	-3.3	-7.7	1.8
Cc1ccc(C)c(C2=CSC3=NCCN23)c1	-2.9	-10.8	x	x	x	-6.8	x	5.4
COc1ccc(NC(=O)Cc2nnc(SCC(=O)c3ccc(F)cc3)n2C)cc1	-5.6	-0.3	x	0.7	-0.5	2.3	-11.6	-0.8
O=C(NC1CCCC1)C(c1cc2c(cc1[N+](=O)[O-])OCO2)N1CCCC1 (stereo unspecified)	x	x	-2.7	-2.2	3.6	x	-3.7	2.5
CN(/N=C/c1ccccc1)C(=S)c1ccccc1	x	x	x	-5.5	-1.9	x	-10.8	4.2
CCc1nnc(NC(=O)OCc2ccccc2)s1	-3.4	22.2	x	x	x	-11.9	x	-3.3
COc1ccc(C(=O)N/C(=C/c2cccnc2)C(=O)N2CCOCC2)cc1OC	-8.8	-2.3	5.7	-0.7	0.3	4.5	-9.1	-2.4
C=CCn1nnnc1SCC(=O)Nc1cccc(C(F)(F)F)c1	-1.4	-3.9	0.3	5.2	-1.0	6.4	-11.2	21.5
Cc1cc2c(OCC(O)CN3CCCCC3)cccc2[nH]1 (stereo unspecified)	x	x	x	0.4	-4.0	x	22.0	-2.4
O=C(NCCN1CCOCC1)c1ccc(N2CCCC2)c([N+](=O)[O-])c1	x	x	x	-3.0	1.1	x	-5.8	0.2
CC(=O)N1N=C(c2ccccc2)CC1c1cccc([N+](=O)[O-])c1 (stereo unspecified)	-1.1	3.0	x	3.7	1.0	10.9	-12.5	-2.9
CN(C(=O)COc1ccc(Cl)cc1)C1(C)CCS(=O)(=O)C1 (stereo unspecified)	0.0	-4.5	3.8	7.4	0.8	-10.4	-10.0	-4.0
Cc1nn(CC(=O)NCc2cccs2)c(=O)c2nn(-c3ccccc3)c(C)c12	-1.0	-1.5	x	5.8	-1.1	-1.8	-10.5	-1.3
COc1ccc(-c2c(C)nn3c(C)cc(C)nc23)cc1	5.6	-4.0	x	-1.5	-0.9	-8.3	-4.2	-9.9
Cc1cc(C)n(-c2ccc(NC(=O)C3CCCCN3Cc3cccc4c3OCO4)cc2)n1 (stereo unspecified)	4.3	4.7	0.5	-1.5	1.0	1.6	-19.1	4.2
O=C(Oc1ccc2cccc(OC(=O)N3CCOCC3)c2c1)N1CCOCC1	3.8	1.1	x	x	x	-9.9	x	-5.5
Cc1cc(N2CCOCC2)ccc1/C=C1\NC(=O)N(Cc2ccccc2)C1=O	x	-1.0	0.5	-1.6	2.5	x	-12.7	9.2
O=C(Cn1nc(-c2cccc(Cl)c2)ccc1=O)NCC1COCCO1 (stereo unspecified)	1.9	-0.1	x	-2.9	4.0	9.7	3.3	-5.0
